# From PubChem
# Bcl-2 Bim block = inhibitors of Bim-Bcl-2 binding, primary screen, biochemical, multiplexed, human Bcl-2 family; Bead-based flow cytometry, Bim peptide-Bcl-2 binding; inhibition, % at 10 µM; 190,000 compounds, 0.06% hits; in the data active = inhibition above about 40%; inconclusive = no clear call, values can overlap the other calls;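 also: 0% = no compound wells with probe peptide and 100% = reference peptide inhibitor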
# Target sequence (P10415 whole entry, looked up): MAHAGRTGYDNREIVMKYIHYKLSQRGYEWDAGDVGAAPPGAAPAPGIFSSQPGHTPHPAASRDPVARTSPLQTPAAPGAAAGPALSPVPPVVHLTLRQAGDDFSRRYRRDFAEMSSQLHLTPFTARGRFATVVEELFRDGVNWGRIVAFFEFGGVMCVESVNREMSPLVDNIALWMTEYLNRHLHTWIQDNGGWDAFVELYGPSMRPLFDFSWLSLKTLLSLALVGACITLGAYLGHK
# GSH fluor = compound fluorescence on glutathione beads, profiling panel, artefact control, biophysical, 488/530 nm, flow cytometry. GSH beads flow cytometry, compound fluorescence 488/530 nm; stronger effect = higher value. AID 1776, 2009. fluorescence (KMESF) at 10 µM. 190,000 compounds, 0.25% hits; in the data active = fluorescence above about 89;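 also: glutathione beads carrying GST-tagged Bcl family fusion proteins plus one bare bead set; values are compound well signal with DMSO vehicle wells as background; inactives centre near 16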
# Bcl-W Bim block = inhibitors of Bim binding to Bcl-W, primary screen, biochemical, multiplexed, bead-based flow cytometry; Bcl-2-like protein 2 (Homo sapiens), Q92843; Bim peptide-Bcl-W binding; inhibition, % at 10 µM; 190,000 compounds, 0.02% hits; AID 952, 2007;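 also: 0% = bound tracer without compound and 100% = peptide blocker; higher means less fluorescent Bim peptide bound to Bcl-W beads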
# Target sequence (Q92843 whole entry, looked up): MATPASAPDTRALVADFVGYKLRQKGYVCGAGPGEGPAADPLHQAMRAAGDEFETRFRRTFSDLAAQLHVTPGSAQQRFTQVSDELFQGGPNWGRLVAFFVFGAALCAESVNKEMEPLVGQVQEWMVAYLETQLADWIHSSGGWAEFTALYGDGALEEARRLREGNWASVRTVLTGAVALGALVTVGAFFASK
# Bim-Bfl-1 = inhibitors of Bim binding to Bfl-1, primary screen, biochemical, multiplexed, bead-based flow cytometry | Bcl-2-related protein A1 (Homo sapiens), Q16548 | Bim-Bfl-1 binding inhibition | inhibition, % at 10 µM | 190,000 compounds, 0.12% hits;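 also: 0% = wells without compound plus tracer and 100% = blocker peptide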
# Bcl-B Bim block = inhibitors of Bim-Bcl-B binding, primary screen, biochemical, multiplexed, human Bcl-2 family | Bcl-2-like protein 10 (Homo sapiens), Q9HD36 | bead-based flow cytometry, Bim peptide-Bcl-B binding | inhibition, % at 10 µM | 190,000 compounds, 0.073% hits | AID 951, 2007;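 also: 0% = tracer peptide without compound and 100% = reference inhibitor peptide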
# Target sequence (Q9HD36 whole entry, looked up): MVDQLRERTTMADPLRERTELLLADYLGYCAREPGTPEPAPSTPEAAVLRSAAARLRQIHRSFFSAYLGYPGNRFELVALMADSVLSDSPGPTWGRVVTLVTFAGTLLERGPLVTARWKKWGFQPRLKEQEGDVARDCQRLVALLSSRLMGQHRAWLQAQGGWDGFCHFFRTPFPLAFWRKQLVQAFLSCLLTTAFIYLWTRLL
# RGS7-Gao reg = RGS7-Galphao binding modulators, primary screen, biochemical, multiplexed bead flow cytometry; Guanine nucleotide-binding protein G(o) subunit alpha (Homo sapiens), P09471; actives lie on both sides; binding response (% of control), % at 10 µM; 220,000 compounds, 0.35% hits; AID 1439, 2008; in the data active = binding response below about 49% or above about 150%; inconclusive = no clear call, values can overlap the other calls; inactive = in between;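 also: fluorescent Galphao held in activated GDP-AlF4 state binding bead-coupled RGS7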
# RGS4-Gao reg = modulators of RGS4 binding to Galphao, primary screen, biochemical, multiplexed bead flow cytometry; Guanine nucleotide-binding protein G(o) subunit alpha (Homo sapiens), P09471; actives lie on both sides; binding response (% of control), % at 10 µM; 220,000 compounds, 0.33% hits; in the data active = binding response below about 49% or above about 150%; inactive = in between;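 also: fluorescent Galphao activated with aluminum fluoride binding bead-coupled RGS4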
# Bcl-XL Bim block = inhibitors of Bim-Bcl-XL binding, primary screen, biochemical, multiplexed, bead flow cytometry, human Bcl-XL. AID 1007, 2008. Bim peptide-Bcl-XL binding, fluorescence. 190,000 compounds, 0.04% hits. Bcl-2-like protein 1 (Homo sapiens), Q07817. inhibition, % at 10 µM
# Target sequence (Q07817 whole entry, looked up): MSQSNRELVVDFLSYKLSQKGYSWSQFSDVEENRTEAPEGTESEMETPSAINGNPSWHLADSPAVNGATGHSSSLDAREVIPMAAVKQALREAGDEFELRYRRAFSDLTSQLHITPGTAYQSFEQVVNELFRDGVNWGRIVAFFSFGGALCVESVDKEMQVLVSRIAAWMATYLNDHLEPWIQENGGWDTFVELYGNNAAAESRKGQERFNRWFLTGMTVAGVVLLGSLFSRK
# Mcl1-Bid inh = Mcl-1/Bid binding inhibitors, primary screen, biochemical, TR-FRET, 1536-well. Induced myeloid leukemia cell differentiation protein Mcl-1 (Homo sapiens), Q07820. TR-FRET Mcl-1/Bid-Dy647 peptide binding. inhibition, % at 21.7 µM. 220,000 compounds, 0.97% hits;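 active = compounds that cut the binding signal by more than half at the single screening dose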;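 also: His-tagged Mcl-1 with europium anti-His antibody binding Bid BH3 peptide; 0% = Mcl-1 plus peptide wells and 100% = peptide-only wells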
# RGS8-Gao reg = RGS8-Galphao binding modulators, primary screen, biochemical, multiplexed bead flow cytometry; actives lie on both sides; response (percent of control binding), % at 10 µM; 220,000 compounds, 0.34% hits; AID 1423, 2008; in the data active = response below about 60% or above about 140%; inactive = in between;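 also: Galphao activated as the GDP aluminium fluoride complex binding bead-coupled RGS8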
# Mcl-1 Bim block = inhibitors of Bim peptide binding to Mcl-1, primary screen, biochemical, bead-based flow cytometry, multiplex | Bim peptide-Mcl-1 binding | inhibition, % at 10 µM | 190,000 compounds, 0.1% hits;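 also: 0% = no compound tracer wells and 100% = peptide blocker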
# Starred values were filed as active, the others as inactive; ? = inconclusive. Rule as the data show it, unless noted: active = inhibition above about 40%. The order is random; 1.8% or so of the library scored in one or more.
Bcl-2 Bim block,GSH fluor,Bcl-W Bim block,Bim-Bfl-1,Bcl-B Bim block,SMILES,RGS7-Gao reg,RGS4-Gao reg,Bcl-XL Bim block,Mcl1-Bid inh,RGS8-Gao reg,Mcl-1 Bim block
8.0,3,12.0,11.0,9.0,CCC(=Nc1ccc(N)cc1)C1=C(O)C(C(=O)OC)C(C)(C)CC1=O (configuration not stated),83.7,90.1,3.0,-59.4,92.4,5.0
0.0,12,-2.0,0.0,-1.0,COc1cccc(CN2CCC(C(=O)N3CCN(c4ccccc4F)CC3)CC2)c1,99.6,102.2,0.0,23.8,100.6,-2.0
-2.0,13,-1.0,0.0,2.0,CCOC(=O)C1CCCN(c2ncnc3c2cnn3-c2ccc(OC)cc2)C1 (configuration not stated),85.8,89.2,0.0,9.7,94.8,-1.0
-11.0,22,-1.0,-19.0,-8.0,CN(Cc1ccccc1)c1ncnc2c1cnn2-c1ccccc1,102.3,100.9,-9.0,-31.0,97.3,-2.0
-2.0,35,-5.0,-5.0,-9.0,O=C(Nc1ccc(NC(=O)C2CC2)cn1)c1ccccc1Cl,101.7,99.2,-15.0,5.7,95.8,-11.0
-14.0,15,-4.0,-18.0,-9.0,NNC(=O)CNC(=O)c1ccc(F)cc1,101.2,101.8,-9.0,-16.7,100.1,-6.0
-2.0,22,0.0,-9.0,-3.0,COc1ccc(C2=NN(C3=NN=C(N)Cc4ncnn43)C(O)(C(F)(F)F)C2)cc1 (configuration not stated),106.1,104.1,-2.0,-30.7,102.6,7.0
-4.0,33,0.0,-8.0,-2.0,CCOc1ccc2nc(SC(CC)C(=O)Nc3cc(C)on3)sc2c1 (configuration not stated),100.2,101.3,-1.0,-13.0,99.8,2.0
-11.0,32,0.0,-16.0,-9.0,C=CCNC(=O)c1onc(CSc2ccc(F)cc2)c1C(=O)O,99.5,104.3,-11.0,25.8,104.0,-1.0
-1.0,20,-3.0,-2.0,-3.0,CCOc1ccccc1C(=O)Nc1ccsc1C(=O)OC,98.9,98.1,-4.0,7.8,98.8,-4.0
-6.0,24,1.0,0.0,-1.0,O=C(COC(=O)c1ccco1)NCc1cccs1,102.4,99.8,-2.0,-20.9,98.8,-6.0
-1.0,18,-5.0,0.0,-4.0,O=C(Nc1c(Cl)cccc1Cl)c1cc(=O)n(Cc2ccccc2)c(=O)[nH]1,94.1,96.4,-3.0,-36.5,97.8,0.0
-2.0,14,-2.0,-3.0,-3.0,C/C(=N\NS(=O)(=O)c1cccc([N+](=O)[O-])c1)c1cccnc1,106.0,98.8,-5.0,-3.1,98.4,-3.0
-4.0,17,-4.0,-8.0,-6.0,CCn1cc(SCC(=O)NCc2ccc3c(c2)OCO3)c2ccccc21,102.9,103.0,-3.0,-17.7,100.3,0.0
-4.0,9,-2.0,-13.0,-7.0,Cc1ccc(NC(N)=S)cc1,99.8,105.2,-8.0,-69.6,100.9,-2.0
0.0,8,1.0,-3.0,0.0,Cc1cc(C(=O)C(=O)O)c(C)n1-c1ccc(Cl)cc1,91.7,97.9,1.0,-7.2,100.1,0.0
-9.0,31,-6.0,-28.0,-12.0,COc1ccc(-n2nnnc2SCC(=O)c2ccc3c(c2)OCCO3)c(OC)c1,97.1,96.8,-8.0,-28.6,97.9,-6.0
-1.0,14,0.0,-3.0,-2.0,CCN(CC)CCNC(=O)c1ccc(NC(=O)c2ccc(Cl)c(S(=O)(=O)Nc3ccccc3OC)c2)cc1,103.3,106.5,-3.0,-25.2,103.5,-3.0
-1.0,23,-1.0,-1.0,3.0,Cc1cc2cc(C)c3nnc(SCC(=O)N4CCc5ccccc54)n3c2cc1C,14.4*,21.6*,-1.0,-4.1,12.3*,1.0
-5.0,36,3.0,-12.0,-10.0,CCC(=O)Nc1ccc(C(=O)Nc2cccc(OC)c2)cc1,102.2,102.1,-1.0,-8.6,106.1,-3.0
-3.0,11,-4.0,-2.0,-1.0,Cc1c(NS(=O)(=O)CC23CCC(CC2=O)C3(C)C)c(=O)n(-c2ccccc2)n1C (configuration not stated),101.8,97.5,-3.0,-15.9,100.3,-5.0
-6.0,13,-9.0,-18.0,-14.0,CCCCCCn1c(COc2ccccc2F)nnc1SCC(=O)c1c(N)n(C)c(=O)n(C)c1=O,97.5,98.0,-9.0,47.1,101.6,-7.0
0.0,11,0.0,-1.0,-1.0,CCCCC(=O)Nc1cc(NC(=O)CC)ccc1Cl,99.0,102.8,-5.0,-16.3,103.0,0.0
-1.0,9,-1.0,-2.0,-3.0,Cc1ccccc1-n1c(SCC(=O)Nc2ccccc2)nc2nc3c(cc2c1=O)CCCC3,101.2,99.6,-5.0,-19.1,100.9,0.0

# One compound at a time (already shown).
# `Cc1cc(C(=O)C(=O)O)c(C)n1-c1ccc(Cl)cc1` across the screens: Bcl-2 Bim block: 0.0; GSH fluor: 8; Bcl-W Bim block: 1.0; Bim-Bfl-1: -3.0; Bcl-B Bim block: 0.0; RGS7-Gao reg: 91.7; RGS4-Gao reg: 97.9; Bcl-XL Bim block: 1.0; Mcl1-Bid inh: -7.2; RGS8-Gao reg: 100.1; Mcl-1 Bim block: 0.0
# `CCCCCCn1c(COc2ccccc2F)nnc1SCC(=O)c1c(N)n(C)c(=O)n(C)c1=O` across the screens: Bcl-2 Bim block: -6.0; GSH fluor: 13; Bcl-W Bim block: -9.0; Bim-Bfl-1: -18.0; Bcl-B Bim block: -14.0; RGS7-Gao reg: 97.5; RGS4-Gao reg: 98.0; Bcl-XL Bim block: -9.0; Mcl1-Bid inh: 47.1; RGS8-Gao reg: 101.6; Mcl-1 Bim block: -7.0

# The list goes on:
Bcl-2 Bim block,GSH fluor,Bcl-W Bim block,Bim-Bfl-1,Bcl-B Bim block,SMILES,RGS7-Gao reg,RGS4-Gao reg,Bcl-XL Bim block,Mcl1-Bid inh,RGS8-Gao reg,Mcl-1 Bim block
1.0,9,-1.0,-6.0,-4.0,O=C1N(Cc2cccc(Cl)c2)C[C@@H]2C[C@@H](c3ccco3)N3CCC[C@@]123,97.0,84.4,0.0,-43.8,89.9,0.0
-8.0,61,-1.0,-10.0,-9.0,O=C(NCc1ccc2c(c1)OCO2)c1ccc(S(=O)(=O)N2CCCCC2)cc1,103.2,99.8,2.0,0.1,103.6,0.0
0.0,14,0.0,-1.0,-2.0,CCn1cnc2cc(NC(=O)c3ccco3)ccc21,98.3,97.9,0.0,-11.1,99.0,0.0
-5.0,17,-3.0,-4.0,-6.0,c1ccc(-c2cc(-c3ccccc3)n3ncnc3n2)cc1,108.3,100.4,-3.0,-7.3,102.5,-5.0
-7.0,23,0.0,-7.0,-7.0,O=C1c2cccc3cc(Br)cc(c23)C(=O)N1Nc1ccccc1,97.1,96.9,-5.0,-6.5,96.8,0.0
-5.0,25,-4.0,-6.0,-2.0,CCCNC(=O)Cn1cnc2sc(C(=O)N3CCCC(C(=O)OCC)C3)c(C)c2c1=O (configuration not stated),99.5,98.0,-2.0,-4.6,95.9,-2.0
0.0,11,-2.0,-5.0,-2.0,Cc1ccc(S(=O)(=O)Oc2ccc(/C=C(/NC(=O)c3ccccc3)C(=O)NCCC(=O)O)cc2)cc1,96.5,94.2,-3.0,1.7,96.3,-1.0
-2.0,7,-2.0,-1.0,-3.0,O=S(=O)(NCC(Nc1ccc(Cl)cc1)c1ccccc1)c1ccccc1 (configuration not stated),101.0,100.0,-1.0,-23.0,100.8,-2.0
-3.0,16,-3.0,7.0,-15.0,CN(C)CCN(Cc1cc2cc3c(cc2[nH]c1=O)OCCO3)C(=S)NCC1CCCO1 (configuration not stated),99.0,97.7,-7.0,-42.3,94.2,-3.0
1.0,14,-3.0,0.0,1.0,O=C(O)C1Cc2[nH]cnc2C(c2ccc(F)cc2)N1 (configuration not stated),97.6,96.9,0.0,-8.9,98.6,-2.0
-9.0,49,-3.0,-17.0,-5.0,Cc1ccccc1C(=O)NC(=S)NCc1cccnc1,100.5,91.5,-6.0,-21.3,100.9,-2.0
-2.0,31,1.0,-4.0,-6.0,Cc1ccc(C(=O)Nc2ncc3c(n2)CC(c2ccco2)CC3=O)cc1 (configuration not stated),95.7,94.6,0.0,-9.6,98.6,0.0
0.0,23,4.0,0.0,-7.0,COc1ccc(Cn2cc3c(-c4ccc(F)cc4)nnc-3c3cc(OC)c(OC)cc32)cc1,111.9,106.1,0.0,-40.7,105.8,3.0
-3.0,20,-2.0,-4.0,-5.0,CCOc1c(Cl)cc(CNC(C)(C)CC(C)(C)C)cc1OC,98.8,98.3,-4.0,-17.9,99.7,-7.0
-1.0,15,2.0,-7.0,-7.0,O=C(Nc1ccc2c(c1)OCO2)c1ccc(Cl)s1,99.8,106.0,-4.0,-31.1,101.6,1.0
-5.0,16,-1.0,-4.0,-5.0,CCOc1cc(C(=O)CCC(=O)OCC(=O)Nc2ccc(C)c(S(=O)(=O)N(C)C)c2)ccc1O,?,95.8,-2.0,-10.8,96.5,0.0
-1.0,21,-2.0,0.0,-2.0,CC(=O)Nc1cccc(/C(C)=N/NC(=O)c2cccs2)c1,99.1,104.0,-7.0,-2.7,104.9,4.0
-4.0,28,-4.0,-14.0,-9.0,CCN(Cc1ccccc1)S(=O)(=O)c1ccc(C(=O)Nc2nnc(-c3ccccc3OC)o2)cc1,101.5,102.8,-6.0,-88.4,104.1,-3.0
0.0,6,-2.0,-1.0,-4.0,O=C(CCN1C(=O)C2C3CCC(C3)C2C1=O)Nc1ccc(Br)cc1 (configuration not stated),99.2,97.8,-3.0,-14.7,87.7,-2.0
-2.0,17,-6.0,1.0,-13.0,CCn1c(-c2cc(-c3ccc(OC(C)C)cc3)nc3ccccc23)n[nH]c1=S,103.6,104.8,-8.0,-14.7,103.4,-4.0
-11.0,26,-4.0,-23.0,-12.0,O=C(NCC12CC3CC(C1)CC(CNC(=O)N1CCCC1)(C3)C2)N1CCCC1,100.8,100.6,-10.0,-13.3,102.3,-3.0
-3.0,27,-3.0,-7.0,-2.0,Cc1cccc(-c2cc3c(N=O)c4ccccc4c-3n[nH]2)c1,93.2,99.0,-5.0,32.3,99.8,-2.0
-3.0,8,-4.0,-4.0,-2.0,CS(=O)(=O)NCCNc1ccc(Cl)cc1[N+](=O)[O-],103.7,103.2,-3.0,-3.6,102.5,-1.0
-6.0,12,0.0,-11.0,-2.0,CN(C)C(=O)CSc1nnc(-c2cccnc2)n1-c1ccccc1,97.8,102.9,-3.0,-29.4,101.6,0.0
-12.0,12,2.0,-11.0,-11.0,CCOC(=O)c1cnc2c(-c3ccccc3)cnn2c1N,99.8,102.5,-6.0,-13.9,101.9,-2.0
-5.0,22,0.0,0.0,0.0,O=C(CCN1C(=O)C2C3C=CC(C3)C2C1=O)N1CCN(c2cccc(Cl)c2)CC1 (configuration not stated),100.0,78.0,-1.0,-35.6,90.3,0.0
